Screening data from PubChem.
Shiga toxin inh – inhibitors of Shiga toxin in Vero cells; Vero cells, Shiga toxin protein synthesis inhibition reporter; inhibition, % at 38.7 µM; AID 2315; 9.2% of 290,000 active; in the data active = inhibition mostly above about 28%, no sharp cut-off; inactive = mostly below about 43%; also: 0% is about no effect
Pf growth 96h – P. falciparum growth inhibition at 96 hours; P. falciparum luciferase reporter growth, 96 h; Potency, µM (top dose mostly 28.7 µM), inactives show at the highest dose activity change, negative = inhibition, usual class: inhibitors; 6.9% of 320,000 active; AID 504834; also: potency is read from the fitted curve at half-maximal effect; % is scaled to controls: 0 for no effect and ±100 for the full control effect
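Plates of compound plus infected erythrocytes (2% hematocrit, 0.05% parasitemia final) incubate 96 hours, 37 C, 5% CO2. Detection reagent added; reduced luminescence from the parasites' luciferase reporter flags inhibition.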
Pf growth 48h – P. falciparum growth inhibition at 48 hours (one generation); P. falciparum luciferase growth in erythrocytes, 48 h; 5.9% of 310,000 active; Potency, µM (top dose mostly 28.7 µM), inactives show at the highest dose activity change, negative = inhibition, most hits filed as inhibitors; also: potency is read from the fitted curve at half-maximal effect; % is scaled to controls: 0 for no effect and ±100 for the full control effect
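Erythrocytes infected with P. falciparum carrying an integrated firefly luciferase reporter (2% hematocrit, 0.1% parasitemia final) were exposed to compounds in RPMI 1640 with 0.5% Albumax at 37 C, 5% CO2. Growth inhibition was scored as reduced luminescence.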
FBPA Giardia inh – Giardia lamblia aldolase inhibition. A8B2U2. purified Giardia FBPA. Potency, µM (highest dose often 59.6 µM), without a hit: top-dose activity, negative = inhibition, most hits filed as inhibitors. 0.71% of 290,000 active. AID 2451; also: potency is read from the fitted curve at half-maximal effect; % is scaled to controls: 0 for no effect and ±100 for the full control effect; nearly all actives have a fitted effect of over 55% in size
Target sequence (A8B2U2 whole entry, looked up): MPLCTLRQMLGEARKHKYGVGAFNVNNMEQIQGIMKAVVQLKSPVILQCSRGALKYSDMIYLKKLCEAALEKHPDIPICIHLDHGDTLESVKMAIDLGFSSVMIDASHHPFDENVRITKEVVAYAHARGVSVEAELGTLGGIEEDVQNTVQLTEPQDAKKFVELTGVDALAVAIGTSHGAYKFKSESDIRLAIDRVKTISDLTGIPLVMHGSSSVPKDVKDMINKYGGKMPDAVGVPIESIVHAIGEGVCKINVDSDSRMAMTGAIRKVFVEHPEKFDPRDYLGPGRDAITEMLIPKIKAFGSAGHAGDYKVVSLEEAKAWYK
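Giardia FBPA (40 nM reagent) was preincubated 10 min at RT with compound (up to 57.5 uM final), then substrate plus GAPDH/TPI/NAD/arsenate coupling system with diaphorase/resazurin was added; resorufin fluorescence (525/598 nm) was read after 20 min.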
CHX counter – affects cycloheximide protein synthesis inhibition readout, counter-screen | cell reporter, cycloheximide protein synthesis inhibition counterscreen | max response, % | 12% of 300,000 active | AID 2314; in the data active = max response mostly above about 13%, no sharp cut-off; inactive = mostly below about 14%; also: read at 38.3 µM for the half of the compounds with a filed dose; 0% is about no effect
Sm TGR block – blocks Schistosoma mansoni thioredoxin glutathione reductase; AID 485364; Q962Y6; 3% of 360,000 active; Potency, µM (highest dose often 114 µM), for inactives: at the top dose activity change, negative = inhibition, usual class: inhibitors; purified TGR, DTNB reduction, TNB absorbance 405 nm; also: potency is read from the fitted curve at half-maximal effect; % is scaled to controls: 0 for no effect and ±100 for the full control effect; nearly all actives have a fitted effect of over 60% in size
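First, TGR (20 nM dispensed) and NADPH were mixed with compound. Second, a 15 min room-temperature incubation followed. Third, further NADPH and then DTNB were added to start the reaction. Finally, TNB absorbance was monitored kinetically.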
* = called active by the depositor; i = inactive; ? = inconclusive; . = not tested or not shown; & = joins results of further samples; [ ] = dose if it differs, or a comment. Unless noted, calls follow the shape of the dose curve; as a rule, active = well fitted curve in the direction sought with a large enough effect; inconclusive = small, poorly fitted or top-dose-only effect, or another doubt; inactive = no such curve, though single readings can be large; an effect the other way counts as inactive or inconclusive.

The first 2 entries, ahead of the listing:
SMILES	Shiga toxin inh	Pf growth 96h	Pf growth 48h	FBPA Giardia inh	CHX counter	Sm TGR block
COc1ccc(C(=O)CSc2nnc(NC(=O)C3CC(=O)N(c4cccc(OC)c4)C3)s2)cc1 (stereo unspecified)	-2	?	13%	9%	-2	-3%
COc1ccc(N2CCN(C(=O)COc3ncnc4ccccc34)CC2)cc1	-8	11%	19%	3%	4	-1%

The listing, previewed entries included:
SMILES	Shiga toxin inh	Pf growth 96h	Pf growth 48h	FBPA Giardia inh	CHX counter	Sm TGR block
COc1ccc(C(=O)CSc2nnc(NC(=O)C3CC(=O)N(c4cccc(OC)c4)C3)s2)cc1 (stereo unspecified)	-2	?	13%	9%	-2	-3%
COc1ccc(N2CCN(C(=O)COc3ncnc4ccccc34)CC2)cc1	-8	11%	19%	3%	4	-1%
CCC(C)(C)NC(=O)C(c1ccco1)N(C(=O)c1csnn1)c1cccc(F)c1 (stereo unspecified)	-20	?	0%	-2%	-8	-6%
Cc1ccc(CNC(=O)C2CCN(S(=O)(=O)N3CCOCC3)CC2)cc1	-2	?	40%[activator]	1%	-3	19%
Cc1cccc(C(=O)NNC(=O)c2cccc(C)c2)c1	3	9%	8%	4%	8	8%
CCN(CC)c1ccc(/C=N/NC(=O)Nc2ccccc2)cc1	71*	1%	66%[activator]	-11%	35*	10%
COc1cccc(NC(=O)C2CCN(S(=O)(=O)c3ccccc3)CC2)c1	-25	-23%	-5%	.	3	3%
CCOC(=O)N1CCN(CC(O)COCc2ccc(Cl)cc2)CC1 (stereo unspecified)	-4	.	4%	0%	-5	15%
O=C(O)CSCC(=O)N1CCc2c([nH]c3ccccc23)C1C(F)(F)F (stereo unspecified)	-8	6%	16%[0.00184 µM]	5%	-5	-14%
CCOC(=O)c1cc(-c2ccc(F)cc2)nc2c1c(=O)[nH]c(=O)n2Cc1ccccc1	-23	?	?	-8%	-6	-11%
COCCNC(=O)C1CCC(=O)N(c2ccc(OC)cc2)C1c1ccc(OC)c(OC)c1 (stereo unspecified)	-10	?	.	2%	-7	-2%
CCc1c(C)c(C#N)c2nc3ccccc3n2c1NCCN(C)C	-11	-11%	9.3µM*	-13%	-2	?
CCOc1ccc2nc(SCC(=O)NCc3ccc(OC)c(OC)c3)[nH]c2c1	2	?	?	-6%	-2	-10%
CCOC(=O)C1=C(C)NC(=O)NC1c1ccc(OC(C)C(=O)O)c(OC)c1 (stereo unspecified)	-9	-24%	15%	6%	-3	2%
CC(C)CCN(C(=O)CCSc1ccc(F)cc1)c1c(N)n(Cc2ccccc2)c(=O)[nH]c1=O	.	?	9.3µM*	.	.	-3%
O=C(/N=C1\NC(=O)C(F)(C(F)(F)F)S1)NC1CCCCC1 (stereo unspecified)	-10	5%	0%	-12%	-2	13µM*
Cc1cccc2c(C(=O)Nc3ccc(Br)cc3)cc(-c3ccccn3)nc12	-8	?	14%	10%	15	18%
O=C(CNC(=O)c1cccc(Br)c1)N/N=C/c1cn[nH]c1-c1ccccc1	-16	?	10%	2%	-4	4%
Cc1cc(C)c2c(n1)SCC(=O)N2CC(=O)Nc1ccc(C)c(C)c1	16*	17%	22%	4%	-1	-26%&2%
COc1ccc(Cc2cnc(N)s2)cc1	24	0%	55%[activator]	0%	5	19%
CC(=O)Nc1ccccc1OC(=O)N1CCOCC1	-8	50%[activator]	.	5%	12	6%
O=C(COC(=O)c1c[nH]c(=O)[nH]c1=O)Nc1cccc([N+](=O)[O-])c1	.	1%	3%	.	.	-19%
NNC(=S)Nc1ccc(S(=O)(=O)N2CCOCC2)cc1	7	?	-19%	-17%	4	-3%
Cn1c2ccccc2c(=O)c2ccc(-c3ccc4c(c3)OCO4)cc21	46*	9.3µM*	56%[activator]	-6%	31*	-20%
Cc1ccc(C2C(/C=C3/SC(=S)NC3=O)=C(c3cccs3)Oc3ccccc32)cc1 (stereo unspecified)	-7	9.3µM*	.	9%	-3	-21%

New compounds follow:
SMILES	Shiga toxin inh	Pf growth 96h	Pf growth 48h	FBPA Giardia inh	CHX counter	Sm TGR block
COc1cccc(-n2c(=O)[nH]cc(C(=O)Nc3ccc(NC(C)=O)cc3)c2=O)c1	-3	10%	25%	1%	-2	2%
C=C(C)C(=O)Nc1cccc(C2=NOC3(C2)C[C@@H](C(N)=O)N(C(=O)c2cc([N+](=O)[O-])cc([N+](=O)[O-])c2)C3)c1 (stereo partly specified)	-5	?	?	-19%	-7	-28%
Cc1cccc(-c2oc3ccc(-c4ccc5c(c4)OCO5)cc3c2C(=O)OCc2ccc(O)cc2)c1	-7	52%[activator]	17%	15%	5	6%
COc1ccc(NS(=O)(=O)c2coc(C(N)=O)c2)cc1Cl	-4	?	4%	3%	-1	3%
CCOc1cc(/C=N/NC(=O)CSc2nnc(C)s2)ccc1OCc1ccccc1Cl	16	?	?	-3%	-5	-1%
CCCn1c(C(O)c2ccc(OC)cc2)nc2ccccc21 (stereo unspecified)	10	?	?	5%	-3	-4%
CCOC(=O)/C(C#N)=C/c1ccc(-c2ccsc2C(=O)OC)o1	19	13%	6%	-3%	-3	4%
CC(C)C[C@@H](CN(N=O)[C@@H](Cc1ccccc1)CN(C)N=O)N(CCc1ccccc1)N=O	-24	?	?	-8%	-1	-32%
Cc1cc(C)cc(NC(=O)Nc2ccc(-n3ccc(C(F)(F)F)n3)cc2)c1	29	?	12µM*	1%	11	12%
COc1ccc(NC(=O)c2cccc(N3C(=O)c4cccc([N+](=O)[O-])c4C3=O)c2)cc1	26	25%	17%	.	24*	-20%
CCn1c(-c2ccc(OC)c(OC)c2)n[nH]c1=S	2	.	11%	?	-4	0%
COc1cc(NC(=O)c2ccccc2)c(OC)cc1NC(C)=O	-4	-2%	2%	-18%	-2	3%
CC(C)NC(=O)c1ccc(-c2cccc(C(F)(F)F)c2)o1	17	?	-4%	4%	-1	0%
O=C(Nc1cc(N2CCOCC2)ncn1)Nc1cccc2ccccc12	33	.	3%	2%	2	2%
CCN(Cc1cc2cccc(C)c2[nH]c1=O)C(=O)c1ccccc1OC	32	?	?	3%	-2	2%
Nc1nonc1-n1nnc(C(=O)N/N=C/c2cccc(O)c2)c1CN1CCCC1	10	-8%	-2%	.	11	5%
O=C(Nc1ccccn1)C1CCN(S(=O)(=O)c2ccc3c(c2)OCCO3)CC1	.	175%[activator]	114%[activator]	.	.	-4%
Cc1ccc(S(=O)(=O)N2CCC(=O)N(CCOCc3ccccc3C)CC2)cc1	-14	?	-4%	2%	-3	-18%
COc1ccc(-c2cc(-c3ccc(Cl)cc3)c(C#N)c(SCC(=O)O)n2)cc1	13	?	0%	22%	-4	?
COc1ccccc1NC(=O)N(Cc1ccco1)Cc1cc2c(C)ccc(C)c2[nH]c1=O	-3	28%	?	3%	-3	32µM*
Cc1ccc(NC(=O)CCC(=O)NNC(=O)c2ccccc2Cl)c(C)c1	2	25%	24%	-2%	1	18%
O=C(NNc1nc2cc3c(cc2s1)OCCO3)c1ccccc1	146*	235%[activator]	140%[activator]	10%	36*	4%
O=C(NC1CCSc2ccccc21)c1cccc(OC(F)F)c1 (stereo unspecified)	22	?	?	-14%	14	17%
Cc1cc(NC(=O)c2cccc(S(=O)(=O)N3CCCCCC3)c2)n(-c2ccccn2)n1	37	-8%	16%	5%	-1	-3%
Cc1ccc(C(=O)Cn2cnc3ccccc3c2=O)cc1	76*	-14%	198%[activator]	4%	30*	2%

The list goes on.
SMILES	Shiga toxin inh	Pf growth 96h	Pf growth 48h	FBPA Giardia inh	CHX counter	Sm TGR block
COc1ccc2nc(Nc3nc(C)c(C(C)=O)s3)sc2c1	108*	2%	?	?	55*	-4%
CCOc1ccc(/C=C2\CCc3ccccc3C2=O)cc1	71*	i	25%	3%	30*	21%
c1ccc(CC2CCCCN2)cc1 (stereo unspecified)	-7	?	-4%	-18%	-2	-19%
O=C1CC(c2ccc3c(c2)OCO3)c2cc3c(cc2N1)OCO3 (stereo unspecified)	-5	?	?	3%	2	6%
COc1ccc(NC(=O)CSc2nc(SC)ns2)c(OC)c1	70*	5%	152%[activator]	-3%	42*	27%
CCOC(=O)c1sc(NC(=O)C2CC2)nc1C	29	?	.	-1%	5	1%
N#Cc1c(/N=C/N2CCOCC2)sc2c1CCCCC2	107*	?	156%[activator]	-3%	24	-10%
COc1cccc(N2CC(C(=O)Nc3ccc(F)cc3)CC2=O)c1 (stereo unspecified)	-16	0%	-12%	.	-1	-20%
Oc1ccc(-c2cn3c(n2)SCC3)cc1O	21	?	.	18µM*	11	?
COc1ccc2oc(C(=O)OCC(=O)NCC3CCCO3)c(C)c2c1 (stereo unspecified)	.	13%	2%	.	.	-3%
Cc1nnc(N/N=C/C2CC=CCC2)[nH]c1=O (stereo unspecified)	3	?	2%	-18%	-1	-2%
COc1ccc(C2CC(=O)N3C(=C2C#N)SCC3(O)c2ccccc2)cc1 (stereo unspecified)	13	-14%	-50%	-29%	1	16%
CCc1ccccc1NC(=O)CSc1nnc([C@@H](NC(=O)OC(C)(C)C)C(C)C)o1	15	.	-10%	7%	-1	21%
COCCN(Cc1cc2cc(C)c(C)cc2nc1Cl)C(=O)N1CCOCC1	-9	-13%	?	0%	-1	-2%
Cc1nn2c(NCc3ccccn3)cc(C(C)(C)C)nc2c1-c1ccccc1	-11	2.9µM*	4.7µM*	-14%	-3	-21%
Cc1nnc(NC(=O)C2CCCN(c3ncccn3)C2)s1 (stereo unspecified)	-9	5%	6%	5%	-3	0%
CN(Cc1ccccc1)c1ccc(N2C(=O)CCCC2=O)cc1[N+](=O)[O-]	14	18%	10%	-4%	1	-1%
COC(=O)C1=C(c2ccc(C(C)=O)cc2)C[C@@H]2CC[C@H]1N2C(=O)NCc1ccc(C(F)(F)F)cc1	.	?	?	.	.	4%
COc1cc(OC)cc(-c2c(-c3ccc(F)cc3)c3cc(Br)ccc3n2C)c1	.	?	-21%	.	.	0%
COC(=O)c1sccc1S(=O)(=O)Nc1ccc(N2CCCCC2)cc1	-7	?	?	1%	8	-18%
O=C(COCc1cc(-c2ccco2)on1)NC1CCCCC1	25	2%	-7%	.	6	-32%
COc1ccc(/C=C/C(=O)OCC(=O)Nc2ccc(Cl)cn2)cc1	-17	11%	-2%	-4%	2	-21%
CN(CC(=O)Nc1ccccc1Cl)C(=O)Cn1cc(C(F)(F)F)cc(Cl)c1=O	.	30%[activator]	54%[activator]	.	.	7%
Clc1ccc(CSc2nnc(-c3c[nH]c4ccccc34)o2)cc1	-5	.	2%	-8%	14	-31%
OCC1CCCN(c2nc(CN3CCCCC3)nc3scc(-c4ccccc4)c23)C1 (stereo unspecified)	-8	?	0%	-1%	-3	-4%
O=C(COC(=O)c1ccco1)NCC1CCCCC1	.	22%	33%[activator]	.	.	-1%
Cc1ccc(CCNC(=O)CN(c2ccc(C)cc2)S(=O)(=O)c2c(C)noc2C)cc1	-11	?	-14%	.	-11	1%&-1%
COC(=O)c1ccc(C)c(NS(=O)(=O)c2ccc(OC)c(OC)c2)c1	-4	0%	26%	-3%	1	10%
Cc1ccnc(NC(=O)CSc2ccccn2)c1	42	92%[activator]	55%[activator]	1%	29*	0%

Part of the list above in order of molar mass, lowest first.
SMILES	Shiga toxin inh	Pf growth 96h	Pf growth 48h	FBPA Giardia inh	CHX counter	Sm TGR block
c1ccc(CC2CCCCN2)cc1 (stereo unspecified)	-7	?	-4%	-18%	-2	-19%
Cc1nnc(N/N=C/C2CC=CCC2)[nH]c1=O (stereo unspecified)	3	?	2%	-18%	-1	-2%
COc1cccc(N2CC(C(=O)Nc3ccc(F)cc3)CC2=O)c1 (stereo unspecified)	-16	0%	-12%	.	-1	-20%
Cc1nn2c(NCc3ccccn3)cc(C(C)(C)C)nc2c1-c1ccccc1	-11	2.9µM*	4.7µM*	-14%	-3	-21%
COC(=O)c1sccc1S(=O)(=O)Nc1ccc(N2CCCCC2)cc1	-7	?	?	1%	8	-18%
